Screening results: PubChem BioAssay, The Scripps Research Institute Molecular Screening Center
CHO-K1 Ca ag – counter-screen for M1 agonists: effect in parental CHO-K1 cells. AID 602248, 2012. Fluo-8 calcium fluorescence; scaled to maximal ATP response, vehicle zero. 0.48% of 360,000 active. activation, % at 3 µM; in the data active means activation above about 15%;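 further: untransfected CHO-K1 host cells lacking M1 receptor as counterscreen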
M1 ag – human M1 muscarinic receptor agonists, primary screen, Fluo-8 calcium fluorescence, CHO-K1 cells, HTS | Muscarinic acetylcholine receptor M1 (Homo sapiens), P11229 | CHO-K1 hM1, agonist mode; 0% DMSO, 100% acetylcholine EC100 | activation, % at 3 µM | 0.33% of 360,000 active | AID 588814, 2011;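 active means activation above the run's mean compound activation plus 3 SD, cut at about 16% in these data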;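 further: peak over basal fluorescence ratio within a 140 s kinetic read after compound addition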
CHO parental Ca – ATP-evoked calcium signal inhibitors, parental CHO, primary screen, counter-screen for OX1R antagonist project, cell-based, fluorescence, Fluo-8 calcium dye. inhibition, % at 5.6 µM. parental CHO-K1, ATP-induced calcium, Fluo-8 fluorescence. AID 463079, 2010. 0.63% of 330,000 active;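 active means inhibition above that plate's mean sample inhibition plus 3 SD, cut at about 26% in these data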;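 further: 0% = ATP-challenged DMSO wells and 100% = DMSO wells without ATP; some compounds past the cut are filed as inactive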
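Assay system – parental CHO cells · Reagent – ATP stimulus · Detection – intracellular calcium via Fluo-8 no-wash fluorescent dye · Evaluation – percent inhibition of ATP-evoked calcium rise, normalized to controls · Controls – ATP wells versus no-ATP DMSO wells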
TAAR1 antagonist – human TAAR1 antagonists, primary screen, Fluo-8 calcium fluorescence, CHO RD-HGA16 cells | Trace amine-associated receptor 1 (Homo sapiens), Q96RJ0 | 1.5% of 360,000 active | AID 624466, 2012 | inhibition, % at 3 µM | antagonist;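 active means inhibition above a per-plate cutoff, the mean inhibition of test compounds on that plate plus 3 SD, cut at about 49% in these data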;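 further: 0% = DMSO plus EC80 beta-PEA response and 100% = DMSO alone without agonist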
Target sequence (Q96RJ0 whole entry, looked up): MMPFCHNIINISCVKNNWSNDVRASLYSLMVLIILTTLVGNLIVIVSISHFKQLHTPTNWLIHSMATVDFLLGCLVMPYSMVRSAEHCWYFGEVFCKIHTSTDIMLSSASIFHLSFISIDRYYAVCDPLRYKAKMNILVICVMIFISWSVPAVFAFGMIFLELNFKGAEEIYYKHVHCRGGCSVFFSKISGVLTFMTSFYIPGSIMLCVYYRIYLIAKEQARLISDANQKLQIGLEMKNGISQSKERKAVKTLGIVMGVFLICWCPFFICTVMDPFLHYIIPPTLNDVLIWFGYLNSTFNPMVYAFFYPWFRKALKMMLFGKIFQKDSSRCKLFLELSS
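Assay system: CHO-derived RD-HGA16 cells stably expressing human TAAR1 plus Gα16. Timing: 140 s kinetic read after compound, 140 s after agonist. Technique: kinetic Fluo-8 calcium fluorescence measurement. Measure: % inhibition of agonist calcium response.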
CHO-K1 Ca antag – counter-screen for M1 antagonists: effect in parental CHO-K1 cells | ATP-induced calcium, Fluo-8 fluorescence | inhibition, % at 3 µM | 0.6% of 360,000 active | AID 602250;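 active means inhibition above a per-plate cutoff, the plate's mean sample inhibition plus 3 SD, cut at about 24% in these data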;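 further: 0% = DMSO plus EC80 ATP and 100% = DMSO alone without ATP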
M1 PAM parental – nonselective calcium activators in parental CHO-K1 cells, primary screen, counter-screen for M1 PAM project, cell-based, Fluo-8 calcium fluorescence, full deck, 1536-well; activation, % at 3 µM; 0.02% of 360,000 active; ATP EC20; 0% at ATP EC20, 100% at ATP max;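 active means activation above the run cutoff, the mean activation of all test compounds plus 3 SD, cut at about 40% in these data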;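 further: peak over basal fluorescence ratio in a 140 s read after ATP addition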
TAAR1 agonist – human TAAR1 agonists, primary screen, Fluo-8 calcium fluorescence, CHO RD-HGA16 cells. Trace amine-associated receptor 1 (Homo sapiens), Q96RJ0. vehicle wells 0%, saturating PEA agonist 100%. activation, % at 3 µM. 0.99% of 360,000 active. AID 624467, 2012;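 active means activation above the mean activation of all test compounds in the run plus 3 SD, cut at about 38% in these data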
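test system = CHO RD-HGA16 cells carrying human TAAR1 plus Gα16 | schedule = 17-24 h seeding, 75 min 37 °C dye, 30 min RT | compound dosing = 3 µM single concentration | control set = DMSO and PEA EC100 | replicates = n 1 | signal = Fluo-8 fluorescence, 5 s baseline then 140 s kinetic read | measure = percent activation vs PEA EC100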
M1 antag – human M1 muscarinic receptor antagonists, primary screen, CHO-K1 cells, Fluo-8 calcium fluorescence, 1536-well; CHO-K1 hM1, ACh EC80 antagonist; AID 588852, 2011; inhibition, % at 3 µM; 1.3% of 360,000 active;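 active means percent inhibition above its own plate's cutoff, namely the mean of that plate's compound wells plus 3 SD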;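 further: peak over basal fluorescence ratio during 140 s after agonist addition; 0% = ACh EC80 plus DMSO and 100% = DMSO alone without agonist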
OXTR potentiate – human OXTR potentiators, primary screen, fluorescence, CHO-OTR cells, Fluo-8 calcium | Fluo-8 calcium fluorescence, potentiator mode; 0% = oxytocin EC15, 100% = EC100 | activation, % at 3 µM | 0.061% of 320,000 active;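 active means activation above that plate's cutoff, the mean activation of tested compounds plus 3 SD, cut at about 6.6% in these data, passing the limit was not always enough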;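 further: 100% uses oxytocin at 75 nM as the full agonist control; some results filed as inactive read as strong as hits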
Target sequence (P30559 whole entry, looked up): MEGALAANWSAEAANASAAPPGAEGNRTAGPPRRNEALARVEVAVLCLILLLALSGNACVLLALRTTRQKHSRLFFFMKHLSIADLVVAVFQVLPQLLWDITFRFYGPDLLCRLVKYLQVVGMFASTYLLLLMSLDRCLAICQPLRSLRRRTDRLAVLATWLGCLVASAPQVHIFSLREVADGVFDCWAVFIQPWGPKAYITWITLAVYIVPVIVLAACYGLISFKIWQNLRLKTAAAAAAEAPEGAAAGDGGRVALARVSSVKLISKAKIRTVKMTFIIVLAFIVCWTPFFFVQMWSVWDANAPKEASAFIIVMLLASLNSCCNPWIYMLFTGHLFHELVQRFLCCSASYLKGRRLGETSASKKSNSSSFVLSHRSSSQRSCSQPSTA
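Material: human OTR in CHO cells. Compound: 3.0 µM, one dose. Timing: compound 6 min at room temperature before oxytocin, 100 s read. Evaluation: % activation of max/min ratio relative to oxytocin controls. Replication: single well per compound, singlicate. Signal: Fluo-8 calcium dye fluorescence.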
* = called active by the depositor; x = not tested or not shown.

SMILES	CHO-K1 Ca ag	M1 ag	CHO parental Ca	TAAR1 antagonist	CHO-K1 Ca antag	M1 PAM parental	TAAR1 agonist	M1 antag	OXTR potentiate
CCOC(=O)C1=C(C)N(C)C(=S)NC1c1ccccc1Cl (stereo not given)	-0.2	-7.0	-13.9	-5.0	-0.5	7.7	11.3	-1.3	11.2
COc1ccc(-c2nc(C3CCCCC3)c3cc(OC)ccc3n2)cc1	0.6	-5.3	-17.6	-0.5	-10.3	13.8	2.2	-6.6	8.3
Clc1nc2ccccc2cc1-c1nnn(-c2ccccc2)n1	0.2	-4.5	-17.1	14.8	-10.5	8.5	11.5	4.5	-5.2
CC(C)CNC(=S)NNC(=O)c1ccc2c(c1)OCO2	0.5	0.1	1.1	-0.8	-13.4	5.3	4.2	-8.0	-4.2
C[C@H](NC(=O)c1nc[nH]c1C(=O)N1CCN(C(=O)OC(C)(C)C)CC1)c1ccccc1	0.2	-4.8	-9.7	10.0	-13.3	19.9	9.3	4.9	-6.1
N#Cc1cccc(NC(=O)c2nc(-c3ccccc3)n(-c3ccccc3)n2)c1	2.4	-4.1	-12.0	41.2	0.9	8.5	15.2	-7.6	-4.6
Cc1ccc(C(C(=O)NC(C)(C)C)N(Cc2ccc3c(c2)OCO3)C(=O)c2ccc(CN3CCOCC3)o2)o1 (stereo not given)	-0.2	-5.8	-26.4	-13.4	-8.0	0.9	-0.2	-5.8	-8.1
O=C(CC(c1ccccc1)C1CCCCC1=O)c1ccco1 (stereo not given)	0.1	-3.9	-0.2	-3.6	-3.2	8.5	6.5	2.7	2.4
COc1cc(NC(=O)c2ccc(-c3csc(C)n3)cc2)c(OC)cc1Cl	0.6	-2.9	-8.3	-13.9	-5.6	12.2	3.1	-18.9	-5.2
Cc1ccc(NC(=O)/C=C/c2ccco2)nc1	0.1	-0.8	-10.1	5.2	1.6	5.7	12.8	-8.1	3.1
O=C(c1cc(S(=O)(=O)N2CCOCC2)c(Cl)cc1Cl)N1CCCCC1CO (stereo not given)	0.3	-0.8	-13.0	-8.1	-9.7	-7.4	0.9	-15.0	-1.9
Cc1ccc(NC(=S)N2CCC(NC(=O)c3ccco3)CC2)cc1C	-0.1	-4.9	-1.2	-4.5	-9.9	2.2	-4.2	-8.9	-0.4
CCCn1nc(NC(=O)CC(C)C)c2cc3cccc(C)c3nc21	0.5	-4.9	-8.8	-3.2	-17.7	20.8	4.1	-13.0	1.7
COc1ccc(-c2c(C)[nH]n3c(=O)c(Cc4ccccc4)c(C)nc23)cc1	0.3	-6.0	-15.2	-4.4	1.8	11.6	15.1	-6.4	1.2
CCN1CCN(CC(=O)N2c3ccccc3Sc3ccccc32)CC1	0.5	-9.1	-7.2	5.9	-9.2	3.4	1.0	76.3*	-5.2
CCN(CC)S(=O)(=O)c1ccc(NC(=O)CC(NC(C)=O)c2ccccc2)cc1 (stereo not given)	0.1	-3.3	-7.1	8.2	-7.2	24.6	14.8	-11.4	-10.9
Cc1ccc(S(=O)(=O)N2CCN(C(=O)COC(=O)/C=C/c3ccc(F)cc3)CC2)c(C)c1	0.4	-2.9	-24.8	-3.4	5.0	-16.4	4.5	3.9	-8.9
COc1ccc(CNS(=O)(=O)c2ccc3c(c2)CC(C)N3C(=O)C2CC2)cc1 (stereo not given)	14.3	1.9	12.0	0.5	4.5	-1.0	2.6	17.9	-10.7
O=C/C=C/c1coc2ccc3ccccc3c2c1=O	x	x	-11.8	-4.4	x	x	8.6	x	6.0
CCOC(=O)c1cccc(NC(=O)CSc2nnc(COc3ccccc3C)o2)c1	-0.1	-1.3	6.7	39.0	-21.6	10.5	7.7	-26.0	-12.8
COc1cccc(-c2nnc(N(C)C(=O)C3CCOC3)s2)c1 (stereo not given)	0.8	-1.0	-15.1	1.6	-7.6	13.0	5.5	-28.2	-7.2
CCc1nc2ccc(C(=O)NCCCn3ccnc3)cn2c1N(C)Cc1cc2ccccc2s1	5.2	-6.2	x	10.2	5.4	8.2	4.4	11.0	x
COc1ccc(CNC(=O)CN(C(=O)CCC(=O)Nc2nccs2)c2cccc(C)c2)cc1	-0.3	-4.3	-10.0	-19.6	-0.3	-2.2	4.5	-11.3	-13.3
CC(C)Oc1ccc(C(=O)N(CN2CCCC2=O)c2ccc(F)cc2)cc1	0.3	-3.3	-15.6	-0.1	-3.2	15.3	2.2	-4.4	0.3
CN(C)C1=NC[C@H](Cc2ccccc2)N1CCCCc1ccccc1	2.0	-9.1	-7.4	6.2	-17.5	13.4	22.0	34.3*	-1.6
Cc1cn(C(=O)CN2C(=O)c3ccccc3C2=O)c(C)n1	-0.5	-1.6	x	8.7	-8.9	14.9	-1.7	-20.9	x
COC(=O)C1=C(C)N(Cc2ccc(OC)cc2)C(=O)C1	0.8	-4.7	-4.9	-6.9	-12.4	19.5	1.9	-11.7	-3.5
Cc1ccc(C(=O)Nc2ncc3c(n2)CC(c2ccco2)CC3=O)cc1 (stereo not given)	0.1	1.5	-9.7	-11.3	-2.8	-14.4	1.4	-13.8	-5.3
CC(=O)Nc1c(C)ccc(S(N)(=O)=O)c1C	0.1	-3.1	1.9	-1.6	-5.7	18.9	2.0	-14.0	-2.9
COc1ccc(NC(=O)N(C)[C@H]2C[C@H]3c4[nH]c5ccc(-c6ccc7c(c6)OCO7)cc5c4CCN3C[C@H]2[C@H](C)O)cc1	0.2	-3.1	x	38.4	-7.3	1.5	2.9	1.1	x
CCOc1ccc(CCNC(=O)COC(=O)c2ccco2)cc1OCC	0.1	-3.4	-13.7	-7.3	-5.2	14.4	7.7	-2.2	-2.1
CN(C)CCCNC(=S)N(CCCN(C)C)Cc1cc2cc3c(cc2[nH]c1=O)OCO3	-0.3	-10.1	-6.0	-9.6	-0.1	-2.5	8.6	-4.4	-4.7
CCN1C[C@@H]2[C@@H]3C(=O)N(C)C(=O)[C@@H]3[C@](C)(C1=O)N2C(=O)c1ccc(Br)cc1	0.0	-4.2	x	-1.2	0.7	-0.7	7.1	7.2	x
COc1ccc(CCNC(=O)CCS(=O)(=O)c2cccc3nsnc23)cc1OC	0.0	-3.0	-15.9	-0.1	-23.0	22.3	1.3	-0.3	-11.8
Oc1ccc(-c2onc3ccc(Cl)cc23)cc1	0.6	-1.6	0.2	2.2	-10.8	20.3	17.3	-3.0	-17.5
COc1ccc(NC(=O)CCC(=O)N2CCN(S(=O)(=O)c3ccc(C)cc3)CC2)c(OC)c1	1.6	-3.1	-3.1	-8.4	-7.6	17.4	3.8	-8.7	-1.4
Oc1ccc(C[C@H]2CNC(=S)N2CC2CCCN2C[C@H](Cc2ccc(O)cc2)N2C[C@H](Cc3ccccc3)N(CC3CCCCCC3)C2=S)cc1 (stereo not given in full)	-0.3	0.8	x	-8.2	1.4	2.2	0.1	0.8	x
C[C@H]1CN([C@@H](C)CO)C(=O)c2cccc(NC(=O)Nc3ccc(C(F)(F)F)cc3)c2O[C@@H]1CN(C)Cc1ccc(Cl)c(Cl)c1	3.9	-0.3	-14.6	51.3*	-6.1	2.6	15.2	9.7	-7.0
CCn1c(=O)c(C(=O)NNC(=O)c2ccccc2F)c(O)c2ccccc21	5.5	10.2	-15.8	51.9*	5.3	-3.4	101.6*	-9.7	-10.5
O=C(O)c1ccc(/C=N/NC(=O)c2ccc(CN3c4cccc5cccc(c45)S3(=O)=O)cc2)cc1	0.4	7.3	8.6	-9.9	-7.8	9.1	0.1	-12.2	-3.2
CC(=C/c1ccc(C(C)C)cc1)/C=N/NC(=O)c1ccncc1	2.5	0.3	-12.3	43.1	6.7	17.3	14.7	9.0	-9.7
CC(C)N1C(=O)CCC1C(=O)N1CCCc2ccccc21 (stereo not given)	0.3	-2.5	-13.2	2.7	-2.6	5.3	3.6	4.1	-4.7
Cc1ccc([C@H]2C[C@@H](n3cc(COC(=O)c4ccccc4)nn3)[C@H](O)CN2Cc2cccs2)cc1	0.7	-0.2	x	-7.5	13.5	-2.6	1.0	-6.3	x
Cc1cc(=O)oc2c(C)c(OCC(=O)N3CCN(c4ccccc4)CC3)ccc12	3.2	-5.5	-21.0	-15.8	-11.5	16.1	-0.1	-4.0	-3.8
Cc1ccc(-c2nnc(N3CCOCC3)c3ccccc23)cc1S(=O)(=O)N(C)C	6.9	-3.6	x	-5.5	-3.7	19.1	0.9	-12.6	x
O=[N+]([O-])c1cccc(-n2cc3ccc([N+](=O)[O-])cc3n2)c1	0.3	-3.9	-11.2	-0.5	-6.0	5.9	0.7	-4.9	-5.0
CCn1c(SCC(=O)Nc2ccc3c(c2)OCO3)nc2ccccc21	1.2	-2.9	-14.4	-3.2	-3.6	17.7	5.4	0.0	-13.3
O=C1CC(SCc2nc3ccccc3[nH]2)C(=O)N1c1cccc(F)c1 (stereo not given)	1.9	-4.0	-13.7	22.7	3.7	9.1	8.8	-9.0	-0.6
O=C(O)c1ccc2c(=O)n3c(nc2c1)/C(=C/c1cccc(Cl)c1Cl)CCCC3	0.4	-1.2	-6.5	-7.2	-9.5	22.9	-1.1	8.6	1.9
CC(=O)c1c(C)[nH]c(C(=O)OCC(=O)NCc2ccc3c(c2)OCO3)c1C	2.1	-1.2	-13.4	-5.2	-8.3	-0.9	3.3	-6.7	-8.0

Three compounds from above, arranged by heavy-atom count, smallest number first:
SMILES	CHO-K1 Ca ag	M1 ag	CHO parental Ca	TAAR1 antagonist	CHO-K1 Ca antag	M1 PAM parental	TAAR1 agonist	M1 antag	OXTR potentiate
CC(=O)c1c(C)[nH]c(C(=O)OCC(=O)NCc2ccc3c(c2)OCO3)c1C	2.1	-1.2	-13.4	-5.2	-8.3	-0.9	3.3	-6.7	-8.0
O=C(O)c1ccc2c(=O)n3c(nc2c1)/C(=C/c1cccc(Cl)c1Cl)CCCC3	0.4	-1.2	-6.5	-7.2	-9.5	22.9	-1.1	8.6	1.9
Cc1ccc(-c2nnc(N3CCOCC3)c3ccccc23)cc1S(=O)(=O)N(C)C	6.9	-3.6	x	-5.5	-3.7	19.1	0.9	-12.6	x
